# UTI89 phage lysis: inhibition of K1F phage lysis, E. coli UTI89, bacterial capsule biogenesis inhibitors, alamar blue (AID 488966). E. coli UTI89 K1F phage lysis, alamar blue, 2 h; higher % means a stronger effect. inhibition, % at 100 µM; hits with a dose series show IC50 in µM. 340,000 tested, 0.02% active;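 active = phage lysis inhibition, versus mean bacterial control, above a set limit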;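 also: capsule biogenesis inhibitors block K1F phage lysis so surviving cells raise fluorescence; higher fluorescence means more inhibition of phage lysis; actives were called in the ten point dose series up to 300 µM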
# MT stabilizer: microtubule stabilizers in HeLa cells, primary screen, imaging, high-content imaging. 200,000 tested, 0.83% active. % tubulin-high responders, % at 10 µM. AID 2205, 2009. HeLa tubulin immunostaining HCS, 24 h; share of cells brighter than vehicle mean+2SD;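 active = plate Z-score above 3 for both tubulin-high and condensed-nucleus cell shares, with cell loss under 80%, at 10 µM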;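 also: anti alpha tubulin signal scored within the nucleus-defined area of each cell; some results filed as inactive read as strong as hits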
# Dynein cargo inh: inhibitors of GR-EGFP nuclear translocation, primary screen, dynein cargo transport inhibitor project, imaging, high-content, 3617.4 mouse cells; test concentration mostly 20 µM; stimulated with dexamethasone, 1 µM; stronger effect = lower value; 220,000 tested, 0.47% active; AID 1381, 2008; z-score, hits read low;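 active = plate z-score of nuclear minus cytoplasmic receptor signal below a set negative limit, without overly bright fluorescence or cell loss, cut at about -3.5 in these data, passing the limit was not always enough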;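 also: z-score of nuclear minus cytoplasmic ring GR-EGFP intensity difference per well; some compounds called inactive have numbers as strong as hits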
#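 Buffer or medium: tetracycline-free induction medium containing charcoal-stripped FBS / Reagent: dexamethasone agonist, 1.0 µM final, for 30 min / Technique: automated 10x imaging of fixed Hoechst-stained cells / Times: induction 48 h, compound 1 h, agonist 30 min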
# Insulin prom up: insulin promoter activators in MIN6 cells, imaging, high-content screening, mouse beta cells; MIN6 insulin promoter-GFP reporter; stronger effect = higher value; z-score at 5 µM; 190,000 tested, 0.3% active; AID 1625, 2009;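 active = z-score above 3 at 5 µM with at least 500 cells counted in the well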
# bCat nuc transl: modulators of beta-catenin nuclear translocation, primary screen, imaging, HeLa cells, immunofluorescence, high-content. 190,000 tested, 0.3% active. nuclear translocation activity, % at 5 µM;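 active = nuclear translocation activity above 50% at 5 µM, with a well cell count of 50 or more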;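 also: per-cell ratio of nuclear to cytoplasmic median beta-catenin stain intensity; plate controls were DMSO negative control for no effect and GSK-3 inhibitor IX positive control for full effect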
#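 Test system: human HeLa cell line; Doses: 5 µM primary, 0.02–20 µM confirmation; Incubation: 24 h compound exposure, 37°C; Detection: beta-catenin immunofluorescence imaging with DAPI; Read-out: beta-catenin nuclear/cytoplasmic ratio, % activation.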
# Autophagy mod: autophagy modulators in MEF cells, primary screen, imaging, high-content, MEF GFP-LC3. MEF GFP-LC3 puncta imaging; test concentration mostly 10 µM. calls only at 10 µM (by protocol). 190,000 tested, 0.98% active. AID 463193, 2010;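 active = percentage of spot-positive cells more than 3 SD above its plate mean, without a fluorescence outlier flag or 80% toxicity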;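 also: spot-positive cell cutoff set from DMSO-treated cells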
# CSM14.1 death rescue: rescue of cells from ER stress-induced death, primary screen, 384-well, CSM14.1, thapsigargin, ATP luminescence (AID 1222). CSM14.1 thapsigargin-induced death rescue, ATP luminescence; higher % means a stronger effect. cellular ATP content (survival), % at 20 µM; hits with a dose series show EC50 in µM. 190,000 tested, under 10 active;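 active = EC50 below 50 µM in the dose-response confirmation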;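 also: death triggered by thapsigargin at about 15 µM added after 2 h compound pretreatment; cell ATP read after overnight thapsigargin exposure of roughly 18 to 22 hours; normalized against plate controls of thapsigargin alone and 5% DMSO vehicle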
# P. falciparum M17LAP: P. falciparum M17LAP inhibitors, primary screen, biochemical, fluorogenic H-Leu-NHMec substrate, 1536-well (AID 1619) | recombinant M17LAP, H-Leu-NHMec fluorogenic kinetic assay; higher % means a stronger effect | inhibition, % at 30 µM, or IC50 in µM where a hit was titrated | 220,000 tested, 0.38% active;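 active = compound inhibiting the enzyme by more than half at any dose during confirmatory dose-response retesting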;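 also: plate controls were full reaction with DMSO carrier for no effect and no enzyme background for full effect; strong numbers were not always called active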
# M1AAP inhibition: P. falciparum M1AAP inhibitors, biochemical, fluorogenic H-Leu-NHMec substrate, 1536-well (AID 1445). recombinant M1AAP, H-Leu-NHMec fluorogenic kinetic assay; higher % means a stronger effect. inhibition, % at 30 µM; hits with a dose series show IC50 in µM. 220,000 tested, 0.42% active;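 active = primary inhibition above the hit cutoff, then over 50% inhibition at one or more dose response concentrations, cut at about 23% in these data, passing the limit was not always enough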;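 also: plate controls were DMSO full reaction for no effect and no enzyme background for full effect; strong numbers were not always called active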
# Dynein cargo inh cytoplasmic EGFP: further read-out of Dynein cargo inh, marked with its call; z-score; measured here: cytoplasmic GR-EGFP intensity; stronger effect = higher value
# Dynein cargo inh nuclear GR-EGFP: also measured in Dynein cargo inh; calls as there; z-score; measured here: nuclear GR-EGFP intensity;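 lower value marks the stronger effect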
# Dynein cargo inh cell count: second read-out of Dynein cargo inh, no call of its own (marks repeat the call); z-score; measured here: cell count per field
# Insulin prom up cell count: also measured in Insulin prom up; calls as there; cell count; measured here: cytotoxicity, nuclei count;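 total cells summed across four imaged fields per well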
# bCat nuc transl cell count 5 µM: further read-out of bCat nuc transl, marked with its call; cell count; measured here: cell count, cytotoxicity flag
# MT stabilizer Hoechst-high %: further read-out of MT stabilizer, marked with its call; % Hoechst-high responders; measured here: nuclear condensation Hoechst responders;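 share of cells brighter than vehicle mean plus two SD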
# MT stabilizer cytotoxicity %: further read-out of MT stabilizer, marked with its call; toxicity, %; measured here: cytotoxicity by cell density;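 0% = mean cell density of plate MIN control wells and 100% = no cells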
# Autophagy mod cell loss 18 h: second read-out of Autophagy mod, no call of its own (marks repeat the call); toxicity, %; measured here: cell loss, nuclei count;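 cell loss after 18 h compound exposure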
# * marks the source's active call; other numbers are inactive results; i = inactive; · = no result given; [ ] = dose if it differs, or a comment. This is a random part of the collection; any-hit rate near 2.9%.
SMILES,UTI89 phage lysis,MT stabilizer,MT stabilizer Hoechst-high %,MT stabilizer cytotoxicity %,Dynein cargo inh,Dynein cargo inh cytoplasmic EGFP,Dynein cargo inh nuclear GR-EGFP,Dynein cargo inh cell count,Insulin prom up,Insulin prom up cell count,bCat nuc transl,bCat nuc transl cell count 5 µM,Autophagy mod,Autophagy mod cell loss 18 h,CSM14.1 death rescue,P. falciparum M17LAP,M1AAP inhibition
Cc1ccc2oc(-c3ccco3)cc(=O)c2c1,0.8%,2.1,1.2,5.4,0.056,-0.32,-0.56,0.68,0.17,1444,0.4,1429,i,-5,-1.0%,20%,6%
Nc1ccc(C(CC(=O)O)n2cccc2)cc1 (stereo unspecified),2.4%,3.2,2.1,3.4,-0.68,-0.26,-0.41,2.2,0.81,1321,0.5,1071,i,-2,6.4%,0%,3%
O=C1c2ccccc2-c2nc3ncnn3c(-c3ccccc3Cl)c21,6.6%,5.3,2.5,4.2,-1.2,-0.18,-0.59,0.77,2.5,933,0.1,1143,i,3,-0.9%,4%,2%
O=C(Cc1cccs1)Nc1ccc(NC(=O)c2ccco2)cc1,0.4%,2.5,2.4,8.0,0.24,0.77,0.49,-0.19,-1.1,1333,-1.2,1222,i,-10,2.4%,-4%,5%
O=[N+]([O-])/C=C1/CCCCCN1,-0.6%,2.2,1.4,10,2.3,-0.087,1.7,-1.7,·,·,1.4,941,i,-39,0.2%,-3%,4%
CC(NC(=O)C1CC1)C(c1cccs1)N1CCOCC1 (stereo unspecified),0.8%[50 µM],·,·,·,-0.78,-0.25,0.24,0.69,0.24,1054,0.3,1273,·,·,·,-2%,4%
O=C(Nc1ccc(Cl)cc1)C1CC2CCCC(C1)C2=O (stereo unspecified),0.2%,2.2,2.4,3.8,-0.23,-0.28,0.53,-0.24,0.43,1127,-6.2,1011,i,4,-0.9%,-1%,-3%
CCOCCn1c(SCCCc2ccccc2)nc2c1c(=O)[nH]c(=O)n2C,2.0%,2.4,2.7,21,0.51,-0.23,0.63,0.51,·,·,-0.3,495,i,-1,-2.8%,-3%,10%
CC(C)[C@H](NC(=O)OCc1ccccc1)C(=O)NCc1ccccc1,0.1%,2.8,1.8,3.9,-0.45,0.048,-0.49,1.3,0.87,1308,-1.7,1032,i,6,-0.4%,3%,-6%
CCCCCc1nc2c(C#N)c(-c3ccc(Cl)cc3)ccn2n1,1.4%,0.8,2.0,7.6,-0.46,-0.25,-0.63,0.46,-0.38,1567,0.9,1359,i,3,0.2%,5%,3%
COc1cc(CC(=O)Nc2nccs2)cc(OC)c1OC,0.1%,2.3,2.7,0.1,0.27,-0.27,0.31,1,1,1276,-0.8,1221,i,15,1.5%,3%,-3%
CC(C)CN(CC(C)C)C(=O)Cc1coc2ccc3ccccc3c12,11%,1.7,2.7,13,-0.8,-0.25,-0.27,0.31,-1.2,961,1.8,1078,i,1,-1.1%,-2%,-10%
CCOC(=O)c1[nH]c2ccc(Br)cc2c1NC(=O)CNC,-0.1%,1.1,1.0,7.6,-0.99,-0.087,-0.53,0.57,-0.56,855,·,·,i,7,-0.8%,9%,10%
C/C(=N/Nc1cc(-c2ccccc2)nc(-c2ccccc2)n1)c1ccc(O)cc1,2.9%,3.9,2.4,6.2,0.66,-0.21,0.28,-0.69,-0.44,1103,1.1,896,i,0,-3.7%,1%,9%
Cc1cccc(N(C(=O)c2sc(C)nc2C)C(C(=O)NCc2ccco2)c2ccccc2)c1 (stereo unspecified),5.6%,3.5,1.3,1.9,2.8,-0.037,1.5,-3.8,-0.2,1695,-5.0,1083,i,9,-1.0%,2%,1%
CC(C)C(C(=O)OCC(=O)c1ccccc1)N1C(=O)C2C3C=CC(C3)C2C1=O (stereo unspecified),-0.2%,1.8,1.7,7.8,-0.38,-0.32,-0.2,1.1,-0.02,1429,0.1,1687,i,-27,-0.1%,1%,5%
Nc1ccc2[nH]ncc2c1,2.9%,3.5,2.9,6.1,-0.023,-0.25,0.18,0.97,·,·,-3.0,610,i,-37,-0.4%,-33%,6%
CCCCNC(=O)c1cc2ccccc2s1,0.2%,1.5,1.6,1.5,2.1,-0.23,0.64,-0.43,-0.24,1257,0.6,1107,i,-7,-1.5%,2%,6%
CC(=O)Nc1ccccc1OCC(=O)NC(C)c1ccc(F)cc1 (stereo unspecified),3.9%,2.5,1.7,2.9,-0.34,-0.28,-0.39,0.41,-0.07,1389,4.2,941,i,12,-1.2%,8%,-1%
CC(C)Oc1ccc(OCCNC2CCCC2)cc1,-0.2%,1.9,1.3,6.5,-1.1,-0.32,-0.35,0.059,0.34,780,-2.5,1090,i,-2,-2.2%,1%,1%
N#C/C(C(=O)c1ccccc1)=C1/CCCCCN1,1.4%,3.3,1.3,2.9,2.7,-0.15,1.1,-1.4,0.28,1042,-2.4,1150,i,26,-1.9%,-1%,6%
COc1ccc(C2CCCN2C(=S)Nc2cccc(Cl)c2)cc1OC (stereo unspecified),-0.4%[50 µM],4.4,2.1,7.3,-0.26,-0.34,-0.032,0.38,0.1,1335,0.1,1152,i,-30,0.0%,-2%,5%
COc1ccc(Cl)cc1NC(=O)c1oc(C)nc1C,-0.6%,3.2,1.1,6.0,-1.1,-0.24,-0.76,1.1,0.39,1589,0.7,1059,i,-1,0.1%,18%,6%
CCOc1cc2c(cc1OCC)C(c1ccccc1)N(c1ccc(C(=O)O)cc1)C(=O)C2 (stereo unspecified),0.1%,·,·,·,1.1,-0.24,1,-0.8,0.19,1059,-0.9,1321,·,·,·,2%,1%
CCCC(=O)NC(=S)Nc1ccccc1C(F)(F)F,2.9%,3.7,2.0,6.7,-0.93,-0.17,-0.3,2,0.15,1140,-1.7,1131,i,-1,-1.0%,-14%,3%
COc1ccc(CNC(=S)N2CCN(Cc3ccccc3)CC2)cc1,-0.3%,·,·,·,-0.09,-0.23,0.38,-0.1,-0.35,1051,0.5,1417,·,·,·,-7%,0%
COc1ccc(S(=O)(=O)N(C)C)cc1NC(=O)[C@H](Cc1ccccc1)N1C(=O)c2ccccc2C1=O,0.1%[50 µM],3.5,2.4,5.9,0.34,-0.28,0.012,0.053,-0.31,1280,1.2,1017,i,6,-2.5%,-3%,-1%
CC(C)(C)NC(=O)NC(=O)COC(=O)c1nc(-c2ccccc2)n(-c2cccc(C(F)(F)F)c2)n1,0.1%,1.6,2.1,10,-0.52,-0.32,-0.56,0.93,0.34,1301,-1.6,518,i,11,-0.4%,14%,4%
Cc1nn(-c2ccccc2)c2c1C(c1ccco1)C(C#N)=C(N)O2 (stereo unspecified),0.1%,5.3,2.2,6.5,-1.5,-0.24,-0.54,2.6,1.2,1208,-1.4,755,i,2,-0.2%,17%,7%
CC(=O)Nc1ccccc1C(=O)C(=O)Nc1ccc(C(=O)N2CCOCC2)cc1,0.1%,2.6,2.5,1.3,0.24,-0.23,-0.22,0.011,0.36,1082,4.3,1037,i,4,·,8%,1%
C=CCn1c(SCC(=O)c2ccccc2)nnc1-c1cc2ccccc2o1,0.2%,5.0,3.3,13,0.25,-0.22,0.45,0.44,·,·,-2.4,1176,i,4,3.1%,2%,9%
CCC(=O)N1CCc2cc(Br)cc(S(=O)(=O)N(C)c3ccc(OC)cc3OC)c21,-0.1%,6.3,4.6,15,1.1,-0.32,0.4,0.0026,·,·,-1.5,1133,i,8,-0.2%,0%,-3%
Cc1ncc(/C=C2\C(=O)Nc3ccccc32)[nH]1,·,·,·,·,-0.082,-0.29,-0.3,1,-0.01,1354,-0.3,1327,·,·,·,11%,6%
C=CCN(c1ccc(F)cc1)S(=O)(=O)c1cc(C(=O)OCC(=O)N(C)C2CCS(=O)(=O)C2)ccc1Cl (stereo unspecified),0.1%,·,·,·,-0.034,-0.7,0.18,-1.2,0.55,1164,-0.2,1262,·,·,·,4%,8%
O=S(=O)(c1cccc2nsnc12)N1CCN(C/C=C\c2ccccc2)CC1,-1.0%,3.7,1.0,0.9,2.6,-0.15,1.3,-1.7,-1.2,873,2.6,1008,i,4,0.2%,-12%,3%
CC(C)c1ccc(/C=N/NC(=O)CN(c2cccc(Cl)c2Cl)S(C)(=O)=O)cc1,0.0%,2.3,0.9,8.5,-0.21,-0.17,0.44,-0.19,-0.13,1641,0.5,1440,i,-19,0.7%,9%,1%
COc1ccc(CCNc2ccc(C)cc2)cc1,4.8%,1.5,0.9,8.6,0.013,-0.31,-0.097,0.61,0.19,711,-5.3,1099,i,-11,0.6%,16%,12%
